High-throughput results deposited in PubChem by National Center for Advancing Translational Sciences (NCATS).
Mito fusion yeast = qHTS Assay for Small Molecule Inhibitors of Mitochondrial Division or Activators of Mitochondrial Fusion; S. cerevisiae fusion-defective mutant growth rescue, CellTiterGlo 48 h; Potency, µM (titrated, usually from 46.1 µM), inactives show at the top dose growth rescue (activation), most hits filed as activators; actives 0.23% (n = 320,000);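 further: potency means the concentration at half of the fitted maximal effect; % of control where 0% means no effect; nearly all actives have a fitted effect of over 45% in size; temperature-sensitive fusion mutants such as fzo1-1 at 37 °C on non-fermentable ethanol glycerol medium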
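Read-out: ATP-based luminescence (CellTiterGlo, 10 min ambient) reporting growth of fusion-defective ts yeast after 48 hours at 37C on glycerol/ethanol YPEG medium in the presence of compound.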
RORg inh = qHTS for inhibitors of ROR gamma transcriptional activity. Nuclear receptor ROR-gamma (Mus musculus), P51450. Drosophila S2 Gal4-RORgamma UAS-luciferase reporter, 20 h. Potency, µM (titrated, usually from 53.6 µM), inactives show at the top dose activity change, negative = inhibition, hits mostly inhibitors. actives 5.4% (n = 310,000); further: potency means the concentration at half of the fitted maximal effect; on the % scale 0 is the no-effect control and ±100 the full control effect; nearly all actives have a fitted effect of over 60% in size
Target sequence (P51450 whole entry, looked up, the tested form may be a part): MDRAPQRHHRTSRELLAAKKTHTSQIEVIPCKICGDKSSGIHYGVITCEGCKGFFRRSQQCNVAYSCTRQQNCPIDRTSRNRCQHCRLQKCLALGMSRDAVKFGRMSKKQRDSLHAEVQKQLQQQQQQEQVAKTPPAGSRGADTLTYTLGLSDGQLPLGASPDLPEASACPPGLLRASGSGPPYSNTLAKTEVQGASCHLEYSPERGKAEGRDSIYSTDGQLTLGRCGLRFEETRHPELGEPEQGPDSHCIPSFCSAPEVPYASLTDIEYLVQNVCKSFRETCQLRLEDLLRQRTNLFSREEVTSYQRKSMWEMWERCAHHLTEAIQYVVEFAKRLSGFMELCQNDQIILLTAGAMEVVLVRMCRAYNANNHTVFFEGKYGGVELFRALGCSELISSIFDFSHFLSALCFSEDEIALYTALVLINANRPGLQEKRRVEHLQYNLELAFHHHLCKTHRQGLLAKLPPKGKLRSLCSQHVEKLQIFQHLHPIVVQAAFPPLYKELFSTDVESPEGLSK
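Schneider cells (Drosophila), stable Gal4 DBD–ROR gamma + UAS-luc; 1 hr cmpd preincubation; Cu2+ induction 700 uM final; 20 hr ambient; luminescence.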
Menin MLL FP TR = qHTS Assay for Inhibitors Targeting the Menin-MLL Interaction in MLL Related Leukemias: Competition With Texas Red Labeled MLL-derived Mutant Peptide | O00255 | Menin + Texas Red MLL mutant peptide, fluorescence polarization | Potency, µM (titrated, usually from 61.6 µM), for inactives: top-dose FP activity change, negative = inhibition, most hits filed as inhibitors | actives 0.23% (n = 270,000); active means well fitted inhibition curve with a large enough effect in the polarisation, with a control signal flat, not every such curve was filed as active; inconclusive means small, poorly fitted or top-dose-only effect, or effect the other way, or a change in a side signal; inactive means no such curve, though single readings can be large or run the other way; the % refers to the polarisation; further: potency means the concentration at half of the fitted maximal effect; % of control where 0% means no effect; many of its hits are not listed in these tables
VP16 counter = VP16 counterscreen qHTS for inhibitors of ROR gamma transcriptional activity; Drosophila S2 Gal4-VP16 UAS-luciferase, luminescence, 20 h; Potency, µM (top dose mostly 53.6 µM), for inactives: at the highest dose activity, negative = inhibition, hits mostly inhibitors; actives 3.5% (n = 310,000); AID 2546, 2010;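 further: Gal4-VP16 expression switched on by copper sulfate through the metallothionein promoter; potency means the concentration at half of the fitted maximal effect; on the % scale 0 is the no-effect control and ±100 the full control effect; nearly all actives have a fitted effect of over 50% in size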
PKM2 act = qHTS Assay for Activators of Human Muscle isoform 2 Pyruvate Kinase. Pyruvate kinase PKM (Homo sapiens), P14618. actives 0.34% (n = 260,000). purified PKM2, Kinase-Glo ATP luminescence, activation; response scale: 0% is enzyme alone, no compound. Potency, µM (titrated, usually from 57.5 µM), without a hit: at the top dose activation, actives largely listed as activators. AID 1631, 2009; further: potency means the concentration at half of the fitted maximal effect; on the % scale 0 is the no-effect control and ±100 the full control effect; nearly all actives have a fitted effect of over 55% in size
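ATP formation by purified human PK-M2, quantified via coupled luciferase luminescence after 1 h at room temperature with 0.1 mM ADP and 0.5 mM PEP final.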
ELG1 repair inh = qHTS screen for small molecules that inhibit ELG1-dependent DNA repair in human embryonic kidney (HEK293T) cells expressing luciferase-tagged ELG1; HEK293T ELG1-luciferase reporter, luminescence, 16 h; DNA damage induced by 5-fluorouridine; Potency, µM (doses to about 46.1 µM), for inactives: at the highest dose activity change, negative = inhibition, usual class: inhibitors; actives 2.3% (n = 330,000); AID 504467, 2011; further: potency means the concentration at half of the fitted maximal effect; on the % scale 0 is the no-effect control and ±100 the full control effect; nearly all actives have a fitted effect of over 55% in size
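Luminescence from the luciferase reporter, measured 30 min after ONE-Glo reagent at room temperature, was the read-out. Beforehand, 2,000 cells per well were exposed for 16 hr at 37 °C to 5-fluorouridine together with compound or vehicle.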
NPC1 promoter act = qHTS Assay for NPC1 Promoter Activators; Potency, µM (doses to about 9.22 µM), for inactives: top-dose activation, usual class: activators; actives 2.4% (n = 320,000); Huh7 NPC1 promoter luciferase reporter, 24 h;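 further: potency means the concentration at half of the fitted maximal effect; % of control where 0% means no effect; nearly all actives have a fitted effect of over 60% in size; reporter is driven by a mutant NPC1 promoter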
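Stably transfected Huh7 (NPC1 promoter→luciferase), 1500 cells/well in Opti-MEM + 10% FBS, 2 h settle, then compound 24 h at 37 °C. Luminescence after 10 min with Amplite reagent.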
FLuc modulator = qHTS profiling assay for firefly luciferase inhibitor/activator using purifed enzyme and Km concentrations of substrates (counterscreen for miR-21 project). Luciferin 4-monooxygenase (Photinus pyralis), P08659. purified FLuc, Km substrates, luminescence inhibition. Potency, µM (series often up to 57.5 µM), for the others: at the highest dose activity change, negative = inhibition, most hits filed as inhibitors. actives 6.9% (n = 360,000);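 further: potency means the concentration at half of the fitted maximal effect; plate controls were vehicle for no effect and reference inhibitor for full effect; nearly all actives have a fitted effect of over 55% in size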
Target sequence (P08659 whole entry, looked up): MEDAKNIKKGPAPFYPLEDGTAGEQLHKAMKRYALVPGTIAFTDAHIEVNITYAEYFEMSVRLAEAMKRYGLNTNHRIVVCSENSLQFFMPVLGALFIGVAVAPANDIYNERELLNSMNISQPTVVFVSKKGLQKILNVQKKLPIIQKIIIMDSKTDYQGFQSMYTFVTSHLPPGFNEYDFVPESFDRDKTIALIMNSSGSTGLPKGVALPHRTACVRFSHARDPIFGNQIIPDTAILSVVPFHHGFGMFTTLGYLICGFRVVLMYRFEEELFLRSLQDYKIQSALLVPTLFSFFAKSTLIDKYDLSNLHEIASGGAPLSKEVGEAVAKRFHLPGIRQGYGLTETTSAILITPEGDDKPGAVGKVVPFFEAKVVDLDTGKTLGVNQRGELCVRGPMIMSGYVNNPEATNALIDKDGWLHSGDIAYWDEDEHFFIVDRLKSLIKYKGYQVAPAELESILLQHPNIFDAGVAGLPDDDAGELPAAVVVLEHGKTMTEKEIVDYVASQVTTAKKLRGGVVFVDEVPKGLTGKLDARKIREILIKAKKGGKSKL
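Biochemical qHTS of compounds, final roughly 60 µM downward over six points, against 10 nM purified firefly luciferase using Km concentrations of substrates (10 uM D-luciferin, 10 uM ATP) in Tris acetate pH 7.5 buffer; luminescence output.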
MBNL1-CUG inh = qHTS Assay for Inhibitors of MBNL1-poly(CUG) RNA binding | actives 0.036% (n = 280,000) | TR-FRET MBNL1-His/biotin-(CUG)12 binding, 665/545 ratio | Potency, µM (doses to about 57.5 µM), inactives show top-dose activity change, negative = inhibition, most hits filed as inhibitors | Muscleblind-like protein 1 (Homo sapiens), Q9NR56 | AID 2675, 2010; active means well fitted inhibition curve with a large enough effect in the signal ratio, with a control signal flat, not every such curve was filed as active; inconclusive means small, poorly fitted or top-dose-only effect, or effect the other way, or a change in a side signal; inactive means no such curve, though single readings can be large or run the other way; the % refers to the signal ratio; further: potency means the concentration at half of the fitted maximal effect; on the % scale 0 is the no-effect control and ±100 the full control effect
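TR-FRET readout: Ex 340 nm, 665/545 nm emission ratio, normalized to buffer-only (basal) and MBNL1-(CUG)12 controls. Complex of MBNL1-His with Biotin-(CUG)12, compounds 92 nM–58 uM, incubated 60 min at room temperature.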
Rab9 prom act = qHTS Assay for Rab9 Promoter Activators; Huh7 Rab9 promoter-luciferase reporter, luminescence, 24 h; actives 2.8% (n = 320,000); Potency, µM (doses to about 9.22 µM), without a hit: top-dose activation, negative = inhibition, most hits filed as activators; further: potency means the concentration at half of the fitted maximal effect; % of control where 0% means no effect; nearly all actives have a fitted effect of over 60% in size
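Cells were plated at 1500 per well in reduced-serum medium with 10% FBS and left 2 h. Compound in DMSO was then added for 24 h at 37 °C. Reporter signal was read by luminescence after 10 min with luciferase detection reagent.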
KCNH2 3.1 block = qHTS for Inhibitors of KCHN2 3.1: Mutant qHTS; Potassium voltage-gated channel subfamily H member 2, brain isoform KCNH2 3.1 (human); actives 0.95% (n = 340,000); U2OS KCNH2 3.1, thallium flux FluxOr; active compounds read low; AID 720553, 2013; activity change, % (tested at about 1.8 µM);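 active means maximum activity change below -70%; inconclusive means maximum activity change from -70% to -50%; inactive means maximum activity change above -50%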;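 further: thallium influx rate constant from kinetic fluorescence after stimulation buffer; on the % scale 0 is the no-effect control and ±100 the full control effect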
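U2OS cells transduced with KCNH2 3.1 mutant virus (1.77 x 10^8 /mL, 4 h), plated overnight at 37 C, loaded 45 min with FluxOr dye plus Red40 quencher. Thallium flux rate constant from kinetic reads after stimulation buffer, normalised to controls.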
An asterisk follows results filed as active; ? = inconclusive; / = not tested or not shown; [ ] = another dose, or the depositor's remark. Unless noted, the call rests on the fitted dose curve; in most records, active means well fitted curve in the direction sought with a large enough effect; inconclusive means small, poorly fitted or top-dose-only effect, or another doubt; inactive means no such curve, though single readings can be large; an effect the other way counts as inactive or inconclusive. A portion of the library; count on the stated rates, not on these rows.

SMILES	Mito fusion yeast	RORg inh	Menin MLL FP TR	VP16 counter	PKM2 act	ELG1 repair inh	NPC1 promoter act	FLuc modulator	MBNL1-CUG inh	Rab9 prom act	KCNH2 3.1 block
O=C1OC(c2cccs2)=N/C1=C\c1ccc(-c2cccc(Cl)c2)o1	2%	?	?	-21%	11%	1%	0%	1%	0%	-2%	1
COc1ccc(CN2CCNC(=O)C2CC(=O)NC2CCCC2)cc1OC (stereo unspecified)	0%	-27%	/	4%	0%	5%	0%	0%	0%	5%	/
CCCCOC(=O)c1ccc(NC(=O)c2ocnc2C)cc1	5%	2%	11%	-2%	1%	29%	19%	17µM*	0%	21%	-2
O=C(NCCCN1CCCC1=O)C1CCN(S(=O)(=O)c2ccc(Cl)cc2)CC1	1%	/	/	/	/	?	-4%	6%	/	1%	10
CCOC(=O)c1ccccc1NS(=O)(=O)c1cnn(CC)c1C	2%	/	-2%	/	4%	9%	1%	14%	1%	5%	-5
O=C(CCc1ccccc1Cl)Nc1ccc(S(=O)(=O)N2CCOCC2)cc1	-4%	/	/	/	/	-7%	-1%	-2%	/	-7%	1
COc1ccccc1/C=C/C(=O)NCC(=O)N/N=C/c1ccc2c(c1)OCO2	-8%	7%	-3%	0%	7%	-6%	-4%	?	11%	-6%	13
O=C(CN1CCCCC1)N1CCCc2c1c(=O)oc1ccc(OCc3ccccc3)cc21	7%	-2%	?	-13%	4%	-2%	-2%	2%	16%	6%	-1
CCn1ccnc1CN1CCN(CC=C(C)C)C(CCO)C1 (stereo unspecified)	3%	-1%	-10%	-1%	7%	10%	0%	0%	-12%	-3%	-14
CCNC(=O)COC(=O)c1cc(S(=O)(=O)N2CCCCC2)ccc1C	-2%	20%	/	11%	-2%	3%	0%	-1%	-2%	-5%	-25
CCN(CC)S(=O)(=O)c1ccc2c(c1)c(=O)c(C(=O)NCCCN(C)c1ccccc1)cn2C	-6%	1%	?	-4%	4%	?	-1%	3%	-3%	-5%	-6
Cc1c(C(=O)Nc2ccc(F)cc2)oc2ccc(S(=O)(=O)N3CCC4(CC3)OCCO4)cc12	7%	39%	1%	-4%	6%	12µM*	0%	3%	-8%	-7%	0
CSc1ccc(S(=O)(=O)N2CCC(C(=O)Nc3cccnc3)CC2)cc1	8%	59%	-1%	2%	/	0%	-5%	2%	1%	-1%	7
NC(=O)c1oc2ccccc2c1NC(=O)c1ccc([N+](=O)[O-])o1	-32%	?	?	?	/	?	-13%	2%	?	-5%	1
CCN1CCN(C(=O)CCCn2c(C)c3cnn(-c4ccccc4)c(=O)c3c2C)CC1	-1%	-11%	-14%	-13%	4%	3%	-6%	-1%	-3%	6%	10
Cc1ccccc1C(=O)NC(=S)NCCC1=CCCCC1	5%	4µM*	-12%	16µM*	0%	3%	-3%	-2%	-4%	3%	2
O=c1[nH]nc(SCc2nnc(-c3ccc([N+](=O)[O-])cc3)o2)n1C1CCCCC1	6%	37%	/	-5%	0%	0%	0%	-2%	/	-4%	5
COCCNC(=O)CN(c1cccc(OC)c1)S(=O)(=O)c1ccc(C)cc1	1%	1%[10 µM]	-4%	14%	-3%	3%	6%	-1%	-7%	-2%	8
Cc1ccc(NC(=O)C(=O)Nc2ccc(C)cn2)nc1	13%	17%	11%	-16%[10 µM]	-1%	?	27%	-15%	-1%	?	2
Cc1ccc(N2C(=O)C(CN3CCOCC3)C2c2ccccc2)cc1 (stereo unspecified)	5%	?	-10%	-5%	-1%	?	-1%	-2%	/	-2%	/
COc1ccc(NC(=O)C2CCCN(S(=O)(=O)c3cccs3)C2)cc1OC (stereo unspecified)	-1%	20%	-13%	-4%	-5%	?	1%	3%	2%	5%	3
Cc1oc(-c2ccccc2Cl)nc1CSc1nc2c(c(=O)[nH]1)CCC2	-8%	25%	2%	-3%	-2%	?	23%	2%	-7%	-8%	-30
CCn1c(=O)cc(C(F)(F)F)[nH]c1=S	-7%	?	6%	-5%	2%	?	-4%	?	-6%	0%	5
O=C(Nc1ccc(F)cc1F)c1ccc(-n2cncn2)nc1	-3%	-6%	2%	2%[0.365 µM]	0%	-2%	-1%	-13%	-3%	-9%	0
COC(=O)Cn1cnc2c(nnn2Cc2ccc(Cl)cc2)c1=O	2%	19%	4%	4%	-2%	-5%	2%	-1%	-5%	-1%	2
Cc1ccc(-c2nc(N)sc2CC(=O)OCC(=O)NCC2CCCO2)cc1 (stereo unspecified)	0%	?	-3%	-9%	9%	1%	0%	-14%	/	-1%	1
CC1=C(C(=O)OC(C)C)C(c2cccs2)C(C(=O)OC(C)C)=C(C)N1	?	17%	-10%	-27%	1%	-30%	0%	6%	-7%	-1%	1
CCCCCC1CC(CC/C(C)=N/NC(N)=O)C(=O)O1 (stereo unspecified)	-2%	3%	/	0%	0%	-9%	2%	0%	-1%	-3%	2
O=C(CN(Cc1ccco1)S(=O)(=O)c1cccs1)Nc1ccccc1C(F)(F)F	1%	-8%	23%	5%	1%	-17%	-6%	0%	-5%	9%	-5
O=C1C(=O)N(CCS(=O)(=O)c2ccccc2)c2ccc(F)cc21	1%	7%	/	14%	/	-2%	-2%	-4%	12%	14%	-5
Cc1ccc(N(CC(O)CN2CCCCC2)S(=O)(=O)c2ccccc2[N+](=O)[O-])cc1 (stereo unspecified)	0%	-4%	?	-1%	0%	10%	-4%	1%	13%	-9%	-4
O=C1CCCCC(=O)c2ccccc2N1	2%	16%	-13%	0%	14%	9%	-3%	2%	-7%	4%	0
CSCCCNC(=S)N1CCN(S(=O)(=O)c2cccc(C(F)(F)F)c2)CC1	-1%	17%	-2%	3%	?	-10%	-2%	-1%	-8%	-2%	-16
O=C(Nc1nnc(S(=O)(=O)N2CCOCC2)s1)c1ccc(Cl)cc1	3%	?	20%	3%	-5%	-6%	-2%	?	2%	17%	-1
COc1ccc(N2CCN(C(=O)COC(=O)CNC(=O)c3ccccc3)CC2)cc1	0%	-15%	/	-5%	1%	19%	-2%	4%	-12%	5%	8
Cc1cc(C(=O)COC(=O)c2ccc[nH]c2=O)c(C)n1CCc1ccc(F)cc1	-2%	-12%	-13%	-6%	-2%	1%	-2%	0%	-3%	-1%	-1
CCn1c(=O)n(CC)c2cc(N3CCCC3)c(NC(=O)c3ccccc3C)cc21	6%	20%	-25%	-7%	/	?	-3%	1%	-6%	-2%	6
Cc1cc2nc(Cl)c(Cl)nc2cc1C	-9%	3%	/	-3%	-4%	7%	3%	-16%	0%	-2%	14
C[C@@H]1C(c2cccc(Cl)c2)=NN(c2ccccc2)[C@H]1C(=O)N1CCOC1=O	/	7%	?	5%	/	-24%	/	/	/	/	-9
COc1ccc(N=Nc2ccc(N)nc2N)cc1	-2%	1%	?	1%	-30%	?	1µM*	2.4µM*	?	2.5µM*	1
CC(C)C[C@H](NC(=O)Nc1ccccc1F)C(=O)O	0%	-25%	0%	-3%	0%	6%	-5%	5%	10%	1%	0
CC1CC(C)CN(C(=O)c2cc(-c3ccccn3)nc3ccccc23)C1 (stereo unspecified)	6%	7%	-12%	1%	0%	-13%	0%	0%	-7%	5%	0
Cc1ccc(-n2c(SCC(=O)NCc3cccs3)nnc2-c2ccoc2C)cc1	-4%	29%	4%	1%	1%	-3%	-7%	2%	-6%	-6%	2
COc1ccccc1NC(=O)C1CCCCN1S(=O)(=O)c1ccc(F)cc1 (stereo unspecified)	-1%	-2%	2%	-2%	14%	-30%	-2%	-1%	-2%	1%	-2
Cn1c(=O)c2c(SCC(=O)Nc3cccc(F)c3)nc(-c3ccco3)nc2n(C)c1=O	4%	-31%	/	-1%	3%	3%	0%	0%	2%	25%	8
